KB-V1 cytotox: KB-V1 MDR subline cytotoxicity | KB-V1 MDR cells viability, CellTiter-Glo, 72 h | Potency, µM (series often up to 46.1 µM), inactives show at the highest dose activity change, negative = cytotoxicity, hits mostly cytotoxic | actives 3.4% (n = 400,000) | AID 1347076; also: potency is read from the fitted curve at half-maximal effect; % is scaled to controls: 0 for no effect and ±100 for the full control effect; nearly all actives have a fitted effect of over 60% in size
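Cytotoxicity via CellTiter-Glo luminescence after 72 h compound exposure at 37 degrees C. Cells: drug-selected KB-V1 line, DMEM phenol-red free plus 10% FBS. Compounds tested at multiple concentrations; normalized data fitted to concentration-effect curves.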
HT1080NT lethal: kills 2HG-producing HT-1080-NT fibrosarcoma cells; HT-1080-NT fibrosarcoma viability, CellTiter-Glo ATP luminescence, 48 h; Potency, µM (doses to about 46.1 µM), without a hit: top-dose activity, negative = less viability, actives largely listed as cytotoxic; actives 1.6% (n = 360,000);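 also: NT is the 2HG producing partner of a matched IDH1 knockdown line; potency is read from the fitted curve at half-maximal effect; 0% = DMSO-treated cells and -100% = media-only wells without cells; nearly all actives have a fitted effect of over 55% in size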
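Toxicity toward the 2HG-producing NT line was scored as %Activity, normalised to DMSO and no-cell wells, from CellTiter-Glo luminescence after 48 hours' treatment.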
DRD3 agonist: agonists of human D3 dopamine receptor; max activation, %; AID 652048; P35462; actives 0.58% (n = 410,000); D3R DiscoveRx beta-arrestin cells, luminescence, 90 min; in the data active = max activation above about 30%; also: 0% is about no effect; mostly tested at two doses, the higher about 12 µM
Target sequence (P35462 whole entry, looked up): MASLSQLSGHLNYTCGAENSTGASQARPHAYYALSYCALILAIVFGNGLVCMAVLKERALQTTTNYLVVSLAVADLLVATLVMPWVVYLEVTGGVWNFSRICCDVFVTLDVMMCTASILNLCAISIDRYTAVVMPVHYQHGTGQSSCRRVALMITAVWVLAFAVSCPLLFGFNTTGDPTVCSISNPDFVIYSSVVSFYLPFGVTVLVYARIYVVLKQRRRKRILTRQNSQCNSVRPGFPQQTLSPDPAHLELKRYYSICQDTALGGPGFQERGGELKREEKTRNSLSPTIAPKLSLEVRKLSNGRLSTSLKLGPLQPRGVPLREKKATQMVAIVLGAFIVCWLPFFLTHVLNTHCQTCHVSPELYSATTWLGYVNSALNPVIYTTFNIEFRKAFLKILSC
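Cells at 1500/well, incubated overnight, then treated with pinned compounds (dopamine as control) for 90 min at 37 degrees C. DiscoveRx reagent added for 30 - 60 minutes at room temperature; luminescence read.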
KB-3-1 cytotox: KB-3-1 parental cell cytotoxicity; KB-3-1 viability, CellTiter-Glo ATP luminescence, 72 h; Potency, µM (doses to about 46.1 µM), for inactives: top-dose activity change, negative = cytotoxic, hits mostly cytotoxic; actives 1.4% (n = 400,000); also: potency is read from the fitted curve at half-maximal effect; % is scaled to controls: 0 for no effect and ±100 for the full control effect; nearly all actives have a fitted effect of over 60% in size
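KB-3-1 cells, DMEM (no phenol red) + 10% FBS; compound by pin transfer, 72 h, 37 °C. Readout: CellTiter-Glo luminescence after 10 min. Data normalized, curve-fitted.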
HT1080 IDH1KD tx: toxicity to HT-1080 IDH1 knockdown cells (counter line); HT-1080 IDH1 knockdown viability, ATP luminescence, 48 h; Potency, µM (highest dose often 46.1 µM), inactives show at the highest dose activity, negative = toxicity, actives largely listed as cytotoxic; actives 2% (n = 360,000);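 also: potency is read from the fitted curve at half-maximal effect; 0% = DMSO wells and -100% = cell-free medium wells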
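In this qHTS, HT-1080 cells depleted of IDH1 are exposed for 48 h at 37 °C to compound titrations. Toxicity is scored from CellTiter-Glo luminescence, with DMSO as full viability and medium alone as none.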
GLP1R cytotox: cytotoxicity counter-screen for GLP-1 receptor inverse agonists | HEK293 cAMP-luciferase reporter cells, luminescence, 24 h | Potency, µM (series often up to 38.3 µM), without a hit: at the highest dose activity change, negative = inhibition, actives largely listed as inhibitors | actives 0.13% (n = 410,000) | AID 624418;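 also: loss of luciferase light is scored as toxicity; potency is read from the fitted curve at half-maximal effect; % is scaled to controls: 0 for no effect and ±100 for the full control effect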
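Compound-treated cells are incubated 24 hr at 37 deg C under 5% CO2 after a 12 hour attachment period, then luciferase detection reagent is added and luminescence is measured following 12 min at room temperature; lowered signal indicates toxicity.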
SW480 rerep: induces DNA re-replication in SW480 colon adenocarcinoma cells. Potency, µM (highest dose often 46.1 µM), for inactives: top-dose re-replication activation, usual class: activators. actives 1.8% (n = 340,000). SW480 DNA re-replication, Hoechst DNA content imaging, 48 h. AID 624297; also: potency is read from the fitted curve at half-maximal effect; % of control where 0% means no effect; nearly all actives have a fitted effect of over 55% in size
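SW480 cells exposed to compounds for 48 hr at 37 C, 5% CO2, then Hoechst-stained 40 min. Nuclear DNA content imaged by fluorescence scanning (405 nm excitation, 500-530 nm emission); re-replication scored as increased high-intensity nuclei.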
IL1B secr inh: blocks inflammasome-driven IL-1 beta release | activity change, % at 57.5 µM | THP-1 LPS/ATP IL-1B secretion, AlphaLISA, 16 h; stronger effect = lower value | actives 4.7% (n = 360,000); in the data active = activity change below about -50%; inconclusive = mostly about -30% to -49%; also: % is scaled to controls: 0 for no effect and ±100 for the full control effect
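THP-1 cells pretreated 1 hr with compounds (up to 57.5 uM final), then stimulated with LPS (250 ng/mL final) plus ATP (1.25 mM final); secreted IL-1B measured by AlphaLISA after 16 hr, decreased signal indicating inhibition.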
MCF10A rereplic: DNA re-replication induction in MCF 10a cells. Potency, µM (series often up to 46.1 µM), without a hit: top-dose activity, positive = re-replication, actives largely listed as activators. actives 2.9% (n = 350,000). MCF 10A DNA re-replication, Hoechst nuclear intensity, 48 h; also: potency is read from the fitted curve at half-maximal effect; % of control where 0% means no effect; nearly all actives have a fitted effect of over 50% in size
Numbers without * were called inactive; ? = inconclusive; · = not tested or not shown; [ ] = remark or other dose. Unless noted, calls follow the shape of the dose curve; as a rule, active = well fitted curve in the direction sought with a large enough effect; inconclusive = small, poorly fitted or top-dose-only effect, or another doubt; inactive = no such curve, though single readings can be large; an effect the other way counts as inactive or inconclusive. No enrichment for hits; overall some 11% were active at least once.

Letters – A = KB-V1 cytotox; B = HT1080NT lethal; C = DRD3 agonist; D = KB-3-1 cytotox; E = HT1080 IDH1KD tx; F = GLP1R cytotox; G = SW480 rerep; H = IL1B secr inh; I = MCF10A rereplic
COc1ccc(-c2csc(C(O)(c3ccccc3)C(F)(F)F)n2)cn1 (stereo unspecified)
  A = 16% | B = 23µM* | C = -20 | D = 0% | E = -29% | F = 6% | G = · | H = -18 | I = ·

NS(=O)(=O)c1ccc(CCNC(=O)CN2CCN(c3ccccc3F)CC2)cc1
  A = 11% | B = 7% | C = 1 | D = 16% | E = 3% | F = 0% | G = -1% | H = 21 | I = -7%

COc1ccc(-c2noc(C3CC(=O)N(c4ccc(C)c(F)c4)C3)n2)c(OC)c1 (stereo unspecified)
  A = -4% | B = · | C = -8 | D = -19% | E = · | F = -3% | G = · | H = · | I = ·

O=C(NCc1ccc(F)cc1)c1cccnc1
  A = ? | B = 9% | C = 8 | D = -6% | E = 4% | F = 4% | G = -1% | H = 5 | I = -1%

Cc1cccc(NC(=O)CSCC(=O)Nc2nnc(C3CC3)s2)c1
  A = 15% | B = 9% | C = -5 | D = 1% | E = 8% | F = -14% | G = -1% | H = -12 | I = 0%

COc1ccc(C(=O)CC(=O)C(=O)Nc2ccccc2)cc1
  A = 2% | B = 0% | C = 18 | D = -20% | E = -1% | F = 1% | G = ? | H = -10 | I = 7%

CC(=O)Nc1ccc(S(=O)(=O)NCCC(=O)OCC(=O)NCc2ccccc2)cc1
  A = ? | B = 13% | C = 13 | D = 8% | E = 24% | F = -15% | G = -8% | H = 23 | I = -6%

CN(C)CCCN(C(=O)c1ccc(S(=O)(=O)N2CCCCCC2)cc1)c1nc2c(F)cccc2s1
  A = 8% | B = -5% | C = -10 | D = 14% | E = -2% | F = -4% | G = -2% | H = -6 | I = 4%

Cc1ccc(OCCOc2ccc(Br)cc2)c([N+](=O)[O-])n1
  A = 16% | B = -11% | C = -6 | D = 1% | E = -21% | F = 77%[activator] | G = 1% | H = -58* | I = ?

O=C(/C=N/O)Nc1ccccc1C(=O)O
  A = -7% | B = 0% | C = -3 | D = 1% | E = -7% | F = 9% | G = -5% | H = 22 | I = -1%

COc1ccccc1N1CCN(c2nc(N)c(C#N)c(CC#N)c2C#N)CC1
  A = -16% | B = -5% | C = 3 | D = -8% | E = -2% | F = 6% | G = 7% | H = -1 | I = ?

O=C(NCCc1ccccn1)C1CCN(S(=O)(=O)c2ccc3ccccc3c2)CC1
  A = -1% | B = 1% | C = 1 | D = -10% | E = 2% | F = -13% | G = -3% | H = -18 | I = -5%

CCOc1ccccc1NS(=O)(=O)c1ccc(Br)s1
  A = -7% | B = -12% | C = -8 | D = 7% | E = -5% | F = 5% | G = -7% | H = 17 | I = -8%

CN(c1ccccc1)S(=O)(=O)c1cccc(NC(=O)c2ccc3ncsc3c2)c1
  A = ? | B = ? | C = 7 | D = ? | E = ? | F = -25% | G = -4% | H = -69* | I = 53%

c1ccc(-n2ncc3c(N4CCCC4)ncnc32)cc1
  A = ? | B = 7% | C = 0 | D = -2% | E = 2% | F = 1% | G = -1% | H = 3 | I = 1%

O=S(=O)(NCc1ccccc1)c1ccc(Cl)c(S(=O)(=O)NCc2ccccc2)c1
  A = -3% | B = -4% | C = -3 | D = 0% | E = -6% | F = -5% | G = -18% | H = 0 | I = -180%[0.0737 µM]

CN(CC(=O)Nc1ccc(F)cc1)C(=O)Cn1cnc2ccc(Cl)cc2c1=O
  A = 6% | B = -9% | C = -4 | D = -4% | E = -1% | F = 3% | G = -7% | H = 32 | I = -2%

COc1ccc(OC(=O)CCCN2C(=O)c3ccccc3C2=O)cc1
  A = 11% | B = 0%[9.24 µM] | C = -8 | D = 2% | E = -7% | F = ? | G = -3% | H = -6 | I = 11%

CCn1cnc2cc(NCc3ccc(Br)cc3)ccc21
  A = -11% | B = -13% | C = 0 | D = 0% | E = -9% | F = -6% | G = 0% | H = ? | I = 11%

CC(=O)c1nn(-c2cccc(C(F)(F)F)c2)c(=O)[nH]c1=O
  A = 28% | B = 13% | C = 6 | D = -25% | E = 11% | F = 13% | G = -8% | H = 2 | I = -15%

CCN(CC)c1ccc(NC(=O)Nc2ccccc2)cc1
  A = 1% | B = -7% | C = 6 | D = 0% | E = -8% | F = -17% | G = 6% | H = ? | I = -2%

S=C(NCCc1ccccc1)N1CCN(C(c2ccccc2)c2ccccc2)CC1
  A = ? | B = 2% | C = -24 | D = ? | E = -3% | F = -1% | G = 3% | H = -2 | I = 13%

COC(=O)c1ccc(C2C3=C(Nc4nnnn42)c2ccccc2OC3)cc1 (stereo unspecified)
  A = -18% | B = 2% | C = -1 | D = -2% | E = -2% | F = 34%[activator] | G = -4% | H = -2 | I = 7%

Cc1ccc(S(=O)(=O)NCCC(=O)NC2CCCCC2)cc1
  A = · | B = 30% | C = 1 | D = · | E = 0% | F = -2% | G = 0% | H = 17 | I = ?

O=C(c1cnn2c(C(F)(F)F)cc(-c3ccc(Br)cc3)nc12)N1CCOCC1
  A = ? | B = 1% | C = 3 | D = 2% | E = 8% | F = 32% | G = 1% | H = 6 | I = -6%

N#C/C(=C/c1cn(-c2ccccc2)nc1-c1cccc(S(=O)(=O)N2CCCC2)c1)C(=O)NCc1ccco1
  A = -17% | B = 1% | C = -5 | D = -1% | E = -22% | F = -8% | G = -3% | H = -2 | I = ?

CCO[C@H]1OC(C(=O)N2CCN(Cc3ccccc3)CC2)=C[C@@H](c2cn(C(C)=O)c3ccccc23)[C@@H]1CCCO
  A = 0% | B = -9% | C = -14 | D = 0% | E = -1% | F = -12% | G = -1%[9.22 µM] | H = -7 | I = 21%

12 compounds already listed, ordered by length of the SMILES, smallest number first:
Letters – A = KB-V1 cytotox; B = HT1080NT lethal; C = DRD3 agonist; D = KB-3-1 cytotox; E = HT1080 IDH1KD tx; F = GLP1R cytotox; G = SW480 rerep; H = IL1B secr inh; I = MCF10A rereplic
O=C(NCc1ccc(F)cc1)c1cccnc1
  A = ? | B = 9% | C = 8 | D = -6% | E = 4% | F = 4% | G = -1% | H = 5 | I = -1%

CCN(CC)c1ccc(NC(=O)Nc2ccccc2)cc1
  A = 1% | B = -7% | C = 6 | D = 0% | E = -8% | F = -17% | G = 6% | H = ? | I = -2%

c1ccc(-n2ncc3c(N4CCCC4)ncnc32)cc1
  A = ? | B = 7% | C = 0 | D = -2% | E = 2% | F = 1% | G = -1% | H = 3 | I = 1%

COc1ccc(C(=O)CC(=O)C(=O)Nc2ccccc2)cc1
  A = 2% | B = 0% | C = 18 | D = -20% | E = -1% | F = 1% | G = ? | H = -10 | I = 7%

COc1ccc(OC(=O)CCCN2C(=O)c3ccccc3C2=O)cc1
  A = 11% | B = 0%[9.24 µM] | C = -8 | D = 2% | E = -7% | F = ? | G = -3% | H = -6 | I = 11%

COc1ccc(-c2csc(C(O)(c3ccccc3)C(F)(F)F)n2)cn1 (stereo unspecified)
  A = 16% | B = 23µM* | C = -20 | D = 0% | E = -29% | F = 6% | G = · | H = -18 | I = ·

COC(=O)c1ccc(C2C3=C(Nc4nnnn42)c2ccccc2OC3)cc1 (stereo unspecified)
  A = -18% | B = 2% | C = -1 | D = -2% | E = -2% | F = 34%[activator] | G = -4% | H = -2 | I = 7%

CN(CC(=O)Nc1ccc(F)cc1)C(=O)Cn1cnc2ccc(Cl)cc2c1=O
  A = 6% | B = -9% | C = -4 | D = -4% | E = -1% | F = 3% | G = -7% | H = 32 | I = -2%

O=C(NCCc1ccccn1)C1CCN(S(=O)(=O)c2ccc3ccccc3c2)CC1
  A = -1% | B = 1% | C = 1 | D = -10% | E = 2% | F = -13% | G = -3% | H = -18 | I = -5%

O=C(c1cnn2c(C(F)(F)F)cc(-c3ccc(Br)cc3)nc12)N1CCOCC1
  A = ? | B = 1% | C = 3 | D = 2% | E = 8% | F = 32% | G = 1% | H = 6 | I = -6%

O=S(=O)(NCc1ccccc1)c1ccc(Cl)c(S(=O)(=O)NCc2ccccc2)c1
  A = -3% | B = -4% | C = -3 | D = 0% | E = -6% | F = -5% | G = -18% | H = 0 | I = -180%[0.0737 µM]

CCO[C@H]1OC(C(=O)N2CCN(Cc3ccccc3)CC2)=C[C@@H](c2cn(C(C)=O)c3ccccc23)[C@@H]1CCCO
  A = 0% | B = -9% | C = -14 | D = 0% | E = -1% | F = -12% | G = -1%[9.22 µM] | H = -7 | I = 21%
